Bcl-xL primary – blocks human Bcl-xL binding to Bim BH3 peptide; inhibition, % at 10.9 µM; 0.7% of 320,000 active; AID 2129; GST-Bcl-xL / FITC-Bim BH3 peptide fluorescence polarization;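 active = inhibition above the mean of all tested compounds plus 3 SD, cutoff set per campaign, cut at about 30% in these data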;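 note: 0% = DMSO wells and 100% = unlabeled Bim-BH3 peptide competitor; inhibitors lower millipolarization by displacing the labeled peptide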
GSTO1 counter – blocks human GSTO1 in RBBP9 counter-screen; inhibition, % at 5.96 µM; recombinant GSTO1, activity-based probe fluorescence polarization; P78417; 1.1% of 300,000 active;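 active = inhibition above the campaign mean inhibition plus 3 SD, cut at about 35% in these data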;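 note: 0% = GSTO1-1 with DMSO and 100% = wells lacking GSTO1-1 enzyme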
Target sequence (P78417 whole entry, looked up): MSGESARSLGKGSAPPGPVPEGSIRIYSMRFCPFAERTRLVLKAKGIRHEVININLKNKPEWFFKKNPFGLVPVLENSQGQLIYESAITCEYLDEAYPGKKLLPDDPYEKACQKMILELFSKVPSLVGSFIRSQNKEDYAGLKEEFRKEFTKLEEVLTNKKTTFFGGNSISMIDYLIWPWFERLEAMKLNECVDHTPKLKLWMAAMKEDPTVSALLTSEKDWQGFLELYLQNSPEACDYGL
MCL1-BIM inh – disrupts human MCL1 binding to BIM-BH3 peptide; inhibition, % at 10.9 µM; AID 2057; GST-MCL1 / FITC-Bim-BH3 fluorescence polarization; 0.68% of 320,000 active; Q07820;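 active = inhibition above the mean inhibition of all tested compounds plus 3 SD, set per campaign, cut at about 40% in these data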;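 note: 0% = DMSO wells and 100% = unlabeled Bim-BH3 peptide control; higher means more loss of mP so more displacement of Bim peptide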
TPT1 inh – C. albicans TPT1 enzyme inhibition | recombinant caTPT1, FP RNA substrate dephosphorylation | inhibition, % at 5 µM | 0.81% of 300,000 active | AID 1962;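 active = inhibition above the mean of all tested compounds plus 3 SD, set per screening campaign, cut at about 24% in these data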;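 note: plate controls were DMSO alone for no effect and ferristatin control at 100 nM for full effect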
PME-1 primary – blocks human protein phosphatase methylesterase 1. recombinant PME-1, FP-Rh probe fluorescence polarization. inhibition, % at 5.9 µM. 0.53% of 320,000 active. AID 2130;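 active = inhibition above the campaign mean of all compounds plus 3 SD, cut at about 26% in these data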;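 note: competitive labeling of PME-1 active site by serine hydrolase directed probe; 0% = PME-1 with DMSO and 100% = wells lacking PME-1 enzyme; inhibitors block probe labeling so polarization falls and inhibition rises; many of its hits are not listed in these tables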
GLD-1 RNA inh – GLD-1-TGE RNA interaction inhibition (C. elegans). purified GLD-1 + fluorescein TGE RNA, fluorescence polarization. 0.44% of 320,000 active. inhibition, % at 5.96 µM. AID 2280. Q17339;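 active = percent inhibition above a per-plate cutoff, the plate mean of test compounds plus 3 SD, cut at about 30% in these data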;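 note: 0% = DMSO wells with GLD-1 and probe and 100% = wells lacking GLD-1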
Fam108B counter – counter-screen for RBBP9 inhibitors: inhibitors of mouse Fam108B. inhibition, % at 9.51 µM. AID 1947. 0.33% of 300,000 active. recombinant Fam108B, FP-Rh probe fluorescence polarization;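 active = inhibition above the screen mean inhibition plus 3 SD, computed separately per campaign, cut at about 18% in these data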;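 note: inhibitors lower polarization as less probe binds the enzyme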
MEX-5 binding – C. elegans MEX-5 TCR-2 RNA binding activity; activity score (negative = inhibition of binding), % at 10 µM; MEX-5/FITC-TCR2 RNA binding, fluorescence polarization; stronger effect = lower value; 0.38% of 300,000 active;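 active = inhibition past about -25% in most replicates, and total fluorescence under double the plate's negative control median, limit read from the data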;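 note: 0% = DMSO and -100% = 5 µM competing unlabeled TCR2 RNA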
PAD4 FP inh – blocks human protein arginine deiminase 4; Q9UM07; recombinant PAD4, RCA probe fluorescence polarization; inhibition, % at 6.36 µM; 0.41% of 330,000 active; AID 485272;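 active = percent inhibition above a cutoff equal to the mean of all tested compounds plus 3 SD, cut at about 15% in these data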;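 note: 0% = PAD4 with RCA probe and DMSO and 100% = probe without PAD4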
Target sequence (Q9UM07 whole entry, looked up): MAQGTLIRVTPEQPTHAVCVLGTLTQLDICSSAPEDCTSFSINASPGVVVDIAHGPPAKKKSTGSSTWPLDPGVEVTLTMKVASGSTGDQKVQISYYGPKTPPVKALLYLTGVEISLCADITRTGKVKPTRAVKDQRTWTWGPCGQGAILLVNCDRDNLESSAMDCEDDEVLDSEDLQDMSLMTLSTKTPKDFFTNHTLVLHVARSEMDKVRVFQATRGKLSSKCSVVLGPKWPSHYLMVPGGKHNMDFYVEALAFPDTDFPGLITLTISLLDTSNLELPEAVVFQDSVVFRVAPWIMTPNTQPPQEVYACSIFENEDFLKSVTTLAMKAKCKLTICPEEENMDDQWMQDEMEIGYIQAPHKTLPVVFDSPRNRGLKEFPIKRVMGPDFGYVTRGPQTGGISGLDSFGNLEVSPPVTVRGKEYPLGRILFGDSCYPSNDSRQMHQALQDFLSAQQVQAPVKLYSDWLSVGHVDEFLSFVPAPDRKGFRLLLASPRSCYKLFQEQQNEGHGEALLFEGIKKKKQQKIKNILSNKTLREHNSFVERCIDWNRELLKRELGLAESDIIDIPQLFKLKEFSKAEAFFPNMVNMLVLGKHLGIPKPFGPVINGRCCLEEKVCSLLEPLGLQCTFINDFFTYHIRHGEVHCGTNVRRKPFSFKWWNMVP
The depositor's hits bear a star. These rows are one share of the data, so the mix of outcomes need not match the whole.

Screening CC/C(=N\Nc1ccc([N+](=O)[O-])cc1)c1ccccc1 returned Bcl-xL primary -18.5, GSTO1 counter -11.9, MCL1-BIM inh -32.8, TPT1 inh 39.3*, PME-1 primary 13.5, GLD-1 RNA inh -16.4, Fam108B counter -2.9, MEX-5 binding -0.6 and PAD4 FP inh 1.0.
For CCN(CC)CCNC(=O)c1[nH]c2ccc(OCc3ccccc3)cc2c1C the results were Bcl-xL primary 3.8, GSTO1 counter -1.0, MCL1-BIM inh 6.9, TPT1 inh 3.7, PME-1 primary 4.4, GLD-1 RNA inh 4.1, Fam108B counter 3.4, MEX-5 binding -1.5 and PAD4 FP inh -2.9.
`CCC(C(=O)NC(C)CCc1ccccc1)n1nc(C)n2c(cc3occc32)c1=O` (stereo not drawn) gave Bcl-xL primary 1.8, GSTO1 counter 5.0, MCL1-BIM inh -0.6, TPT1 inh 0.4, PME-1 primary -6.7, GLD-1 RNA inh -6.2, Fam108B counter 1.2, MEX-5 binding 1.0 and PAD4 FP inh -1.8.
For O/C(=C\c1nc2ccccc2nc1/C=C(\O)c1ccccc1)c1ccccc1 the results were Bcl-xL primary -0.9, GSTO1 counter 9.6, MCL1-BIM inh -10.0, TPT1 inh 9.5, PME-1 primary 0.6, GLD-1 RNA inh -3.8, Fam108B counter 4.1, MEX-5 binding -0.5 and PAD4 FP inh -2.5.
O=C(c1ccccc1NS(=O)(=O)c1ccc(F)cc1)N1CCCCC1 was read as Bcl-xL primary 1.0, GSTO1 counter -5.2, MCL1-BIM inh 6.2, TPT1 inh -0.4, PME-1 primary 8.1, GLD-1 RNA inh 6.8, Fam108B counter 3.8, MEX-5 binding -1.1 and PAD4 FP inh -1.9.
O=C(CN1C(=O)NC2(CCOc3ccccc32)C1=O)NCC(F)(F)F (stereo not drawn) was read as Bcl-xL primary 1.8, GSTO1 counter -0.2, MCL1-BIM inh 3.5, TPT1 inh -1.6, PME-1 primary -2.0, GLD-1 RNA inh -5.2, Fam108B counter 2.0, MEX-5 binding -1.5 and PAD4 FP inh -3.9.
`N#CCC(=O)N/N=C/c1ccc(Sc2nc3ccccc3s2)o1` gave Bcl-xL primary -2.8, GSTO1 counter 3.0, MCL1-BIM inh -4.7, TPT1 inh 17.8, PME-1 primary -10.5, GLD-1 RNA inh -6.0, Fam108B counter -8.9, MEX-5 binding 3.4 and PAD4 FP inh -2.4.
Screening CC(=O)Nc1cc[n+](C(C)C(=O)c2ccccc2)cc1 (stereo not drawn) returned Bcl-xL primary 2.7, GSTO1 counter 2.4, MCL1-BIM inh 0.8, TPT1 inh 0.2, PME-1 primary 3.5, GLD-1 RNA inh -3.0, Fam108B counter -0.8, MEX-5 binding 0.9 and PAD4 FP inh -4.4.
Screening CCc1cccc(NC(=O)COC(=O)C2CCN(c3ccc(C(F)(F)F)cn3)CC2)c1 returned Bcl-xL primary 2.8, GSTO1 counter -6.4, MCL1-BIM inh 2.9, TPT1 inh 0.9, PME-1 primary -17.6, GLD-1 RNA inh 7.7, Fam108B counter -14.0, MEX-5 binding -1.2 and PAD4 FP inh 3.6.
For O=C(CN(Cc1ccco1)S(=O)(=O)c1ccccc1)N/N=C/c1ccccc1C(=O)O the results were Bcl-xL primary 2.9, GSTO1 counter -1.4, MCL1-BIM inh 6.2, TPT1 inh 2.5, PME-1 primary -7.0, GLD-1 RNA inh 8.6, Fam108B counter -2.7, MEX-5 binding 0.7 and PAD4 FP inh 1.5.
`CCC1CCCCN1CCCNC(=O)c1ccc(CS(=O)(=O)c2ccccc2C)o1` (stereo not drawn) gave Bcl-xL primary 7.0, GSTO1 counter 9.4, MCL1-BIM inh 7.8, TPT1 inh 1.3, PME-1 primary 2.2, GLD-1 RNA inh -7.0, Fam108B counter -1.7, MEX-5 binding 1.3 and PAD4 FP inh -3.5.
For O=C(CC1Sc2ccccc2NC1=O)Nc1cccnc1 (stereo not drawn) the results were Bcl-xL primary 1.5, GSTO1 counter 1.1, MCL1-BIM inh 6.0, TPT1 inh 0.3, PME-1 primary 2.8, GLD-1 RNA inh -3.5, Fam108B counter 4.0, MEX-5 binding -2.2 and PAD4 FP inh -1.8.
`COc1ccc(CN2CCCCC2C(=O)Nc2ccc(OC)c(OC)c2)cc1OC` (stereo not drawn) gave Bcl-xL primary 2.8, GSTO1 counter -4.6, MCL1-BIM inh 3.8, TPT1 inh -1.4, PME-1 primary 2.0, GLD-1 RNA inh 10.8, Fam108B counter -1.8, MEX-5 binding 0.9 and PAD4 FP inh -3.6.
Screening FC(F)(F)Oc1ccc(-c2cn3cccnc3n2)cc1 returned Bcl-xL primary 5.1, GSTO1 counter -10.2, MCL1-BIM inh 3.6, TPT1 inh -0.9, PME-1 primary -6.7, GLD-1 RNA inh -1.9, Fam108B counter 3.4, MEX-5 binding 1.3 and PAD4 FP inh 5.0.
`COc1ccc(C(=O)NCCC2=CCCCC2)cc1OC` gave Bcl-xL primary 2.1, GSTO1 counter 11.9, MCL1-BIM inh -1.0, TPT1 inh -0.7, PME-1 primary -5.2, GLD-1 RNA inh 6.2, Fam108B counter -2.6, MEX-5 binding 0.3 and PAD4 FP inh -3.5.
For COc1ccc(-c2noc(C3CCCN(C(=O)c4cccs4)C3)n2)cc1 (stereo not drawn) the results were Bcl-xL primary -2.1, GSTO1 counter -2.4, MCL1-BIM inh -5.9, TPT1 inh -2.2, PME-1 primary -1.7, GLD-1 RNA inh 3.2, Fam108B counter -6.0, MEX-5 binding 0.1 and PAD4 FP inh -3.9.
Screening CCOC(=O)c1ccc(N2C(=O)CC(Sc3ncccn3)C2=O)cc1 (stereo not drawn) returned Bcl-xL primary 8.4, GSTO1 counter -6.7, MCL1-BIM inh 8.6, TPT1 inh 0.3, PME-1 primary -8.5, GLD-1 RNA inh 2.0, Fam108B counter -4.7, MEX-5 binding 1.6 and PAD4 FP inh -3.5.
Screening CCOC(=O)CSc1nc2c(c(=O)[nH]c(=O)n2C)n1CCCc1ccccc1 returned Bcl-xL primary -2.7, GSTO1 counter 5.5, MCL1-BIM inh -4.7, TPT1 inh 3.1, PME-1 primary -6.5, GLD-1 RNA inh 9.4, Fam108B counter -1.5, MEX-5 binding 0.9 and PAD4 FP inh -3.7.
For CCNC(=S)N1CCC(C(N)=O)CC1 the results were Bcl-xL primary 3.4, GSTO1 counter -0.3, MCL1-BIM inh 3.2, TPT1 inh -2.3, PME-1 primary -6.5, GLD-1 RNA inh 9.9, Fam108B counter -4.8, MEX-5 binding -2.6 and PAD4 FP inh -4.6.
`COc1ccc(NC(=O)[C@H](C)NC(N)=O)cc1S(=O)(=O)Nc1cc(C)ccc1Br` gave Bcl-xL primary 7.8, GSTO1 counter -2.7, MCL1-BIM inh 10.5, TPT1 inh -0.3, PME-1 primary 1.8, GLD-1 RNA inh -4.4, Fam108B counter -1.8, MEX-5 binding 1.3 and PAD4 FP inh -3.6.
Screening COc1cc(C(=O)OC(C)CN2CCCC2)cc(OC)c1OC (stereo not drawn) returned Bcl-xL primary 4.1, GSTO1 counter 2.7, MCL1-BIM inh 4.8, TPT1 inh -8.0, PME-1 primary 2.4, GLD-1 RNA inh 5.9, Fam108B counter 5.8, MEX-5 binding -0.6 and PAD4 FP inh 4.3.
For O=S(=O)(c1ccc(NCc2ccccc2)cc1)N1CCOCC1 the results were Bcl-xL primary -1.1, GSTO1 counter 0.9, MCL1-BIM inh -3.6, TPT1 inh 2.0, PME-1 primary 0.3, GLD-1 RNA inh 6.0, Fam108B counter 3.3, MEX-5 binding -1.0 and PAD4 FP inh -1.4.
O=C(O)COc1ccc(-c2nccc(-c3ccccn3)n2)cc1 was read as Bcl-xL primary 1.2, GSTO1 counter -2.5, MCL1-BIM inh -6.2, TPT1 inh -2.7, PME-1 primary -2.7, GLD-1 RNA inh 4.8, Fam108B counter -1.9, MEX-5 binding 2.5 and PAD4 FP inh -0.1.
`Cc1ccc(S(=O)(=O)/N=C(/Nc2ccc3[nH]c(=O)[nH]c3c2)c2ccc(F)cc2)cc1` gave Bcl-xL primary 7.8, GSTO1 counter -1.3, MCL1-BIM inh 4.2, TPT1 inh -1.8, PME-1 primary 6.7, GLD-1 RNA inh -4.8, Fam108B counter -0.4, MEX-5 binding 2.2 and PAD4 FP inh 0.1.
For Cc1ccc(S(=O)(=O)CCC(=O)NCCc2ccc(Cl)cc2)cc1 the results were Bcl-xL primary -2.9, GSTO1 counter -4.3, MCL1-BIM inh 0.6, TPT1 inh -3.1, PME-1 primary -1.0, GLD-1 RNA inh -4.4, Fam108B counter -1.2, MEX-5 binding -0.2 and PAD4 FP inh -3.2.
For O=c1cc(N2CCCCC2)c(-c2ccccc2)nn1Cc1c(Cl)cccc1Cl the results were Bcl-xL primary 8.1, GSTO1 counter 2.3, MCL1-BIM inh 7.7, TPT1 inh 1.5, PME-1 primary 29.8*, GLD-1 RNA inh 8.6, Fam108B counter -2.6, MEX-5 binding -0.2 and PAD4 FP inh 1.2.
Screening N=C1C(c2nc3ccccc3s2)=C(O)CN1Cc1ccccc1 returned Bcl-xL primary 1.4, GSTO1 counter 1.0, MCL1-BIM inh 0.5, TPT1 inh 1.9, PME-1 primary 4.3, GLD-1 RNA inh -1.7, Fam108B counter 1.4, MEX-5 binding -2.2 and PAD4 FP inh -2.6.
For O=[N+]([O-])c1ccc2c(OCc3nnc(-c4ccccc4Br)o3)ncnc2c1 the results were Bcl-xL primary 13.9, GSTO1 counter 19.4, MCL1-BIM inh 16.2, TPT1 inh 0.2, PME-1 primary -0.3, GLD-1 RNA inh -0.9, Fam108B counter 6.5, MEX-5 binding -0.6 and PAD4 FP inh -1.1.
O=C(C1CCCO1)N1CCN(C(=S)Nc2ccccc2C(F)(F)F)CC1 (stereo not drawn) was read as Bcl-xL primary -2.9, GSTO1 counter 1.5, MCL1-BIM inh 3.8, TPT1 inh 1.5, PME-1 primary 1.4, GLD-1 RNA inh 5.4, Fam108B counter 7.2, MEX-5 binding 0.1 and PAD4 FP inh 6.3.
Screening O=C(NC1CCCCC1)N1CCN(c2ccccc2Cl)CC1 returned Bcl-xL primary 4.9, GSTO1 counter 0.8, MCL1-BIM inh 1.6, TPT1 inh 1.1, PME-1 primary -13.5, GLD-1 RNA inh 3.9, Fam108B counter 2.7, MEX-5 binding 3.7 and PAD4 FP inh -1.4.
CC(NS(=O)(=O)c1ccc(OCC(=O)N2CCOCC2)cc1)c1ccccc1 (stereo not drawn) was read as Bcl-xL primary 2.9, GSTO1 counter -1.3, MCL1-BIM inh 1.8, TPT1 inh -5.2, PME-1 primary -1.6, GLD-1 RNA inh 2.0, Fam108B counter -0.5, MEX-5 binding 2.3 and PAD4 FP inh -1.6.
`O=C(c1ccc(Cn2c(=S)[nH]c3cc4c(cc3c2=O)OCO4)cc1)N1CCN(c2ncccn2)CC1` gave Bcl-xL primary -10.5, GSTO1 counter -2.9, MCL1-BIM inh -7.8, TPT1 inh -1.7, PME-1 primary 9.6, GLD-1 RNA inh -1.3, Fam108B counter 0.2, MEX-5 binding 0.7 and PAD4 FP inh -4.5.
Screening Cc1ccc(S(=O)(=O)N2CCC(C(=O)OC3CCOC3=O)CC2)cc1C (stereo not drawn) returned Bcl-xL primary 0.5, GSTO1 counter -4.2, MCL1-BIM inh -5.1, TPT1 inh -1.8, PME-1 primary 4.6, GLD-1 RNA inh 9.8, Fam108B counter -1.2, MEX-5 binding 2.8 and PAD4 FP inh -0.4.
